Screens (PubChem BioAssay)
ELG1 genotoxic: qHTS screen for small molecules that induce genotoxicity in human embryonic kidney (HEK293T) cells expressing luciferase-tagged ELG1; HEK293T ELG1-luciferase reporter, luminescence, 16 h; Potency, µM (series often up to 46 µM), for the others: top-dose activity change, positive = activation, usual class: activators; actives 1.3% (n = 330,000); AID 504466, 2011; note: potency is the fitted concentration of half-maximal effect; % of control where 0% means no effect; nearly all actives have a fitted effect of over 60% in size
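Step 1: seed 2,000 HEK293T ELG1-luciferase cells per well. Step 2: add compound or DMSO, incubate 16 hr at 37 °C. Step 3: ONE-Glo, 30 min at room temperature, read luminescence.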
p53 reactivator: qHTS assay for re-activators of p53 using a Luc reporter | H1299 p53-A138V BP100-luciferase reporter, luminescence, 24 h | Potency, µM (series often up to 92.2 µM), without a hit: top-dose activity change, positive = activation, most hits filed as activators | actives 0.063% (n = 320,000) | AID 504706, 2011; note: potency is the fitted concentration of half-maximal effect; % of control where 0% means no effect; nearly all actives have a fitted effect of over 45% in size
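H1299 (p53-null), stable ts p53-A138V + BP100-Luc; 1000 cells/well, Opti-MEM/10% FBS; cpd 4 pt, 1:5; 24 h, 37 deg C, 5% CO2; detection reagent 10 min RT; luminescence.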
Giardia killer: Small Molecules that selectively kill Giardia lamblia: qHTS; activity change, % at 7.66 µM, hits read low; actives 0.15% (n = 340,000); Giardia lamblia trophozoite viability; in the data active = activity change below about -80%; inconclusive = between about -30% and that limit;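 note: parasites exposed to compound for two days anaerobically before the ATP read; % is set by controls: 0 for no effect and ±100 for the full control effect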
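Trophozoite viability was measured as ATP-dependent luminescence, read 15-30 min after reagent addition. Before that, parasites at 100 cells/well were exposed to compounds for 48 h, anaerobically, at 37 deg C.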
PKM2 activator: qHTS Assay for Activators of Human Muscle isoform 2 Pyruvate Kinase. Pyruvate kinase PKM (Homo sapiens), P14618. purified PKM2, Kinase-Glo ATP luminescence, activation; response scale: 0% is enzyme alone, no compound. Potency, µM (series often up to 57.5 µM), for inactives: at the top dose activation, actives largely listed as activators. actives 0.34% (n = 260,000); note: potency is the fitted concentration of half-maximal effect; % is set by controls: 0 for no effect and ±100 for the full control effect; nearly all actives have a fitted effect of over 55% in size
Target sequence (P14618 whole entry, looked up, canonical isoform): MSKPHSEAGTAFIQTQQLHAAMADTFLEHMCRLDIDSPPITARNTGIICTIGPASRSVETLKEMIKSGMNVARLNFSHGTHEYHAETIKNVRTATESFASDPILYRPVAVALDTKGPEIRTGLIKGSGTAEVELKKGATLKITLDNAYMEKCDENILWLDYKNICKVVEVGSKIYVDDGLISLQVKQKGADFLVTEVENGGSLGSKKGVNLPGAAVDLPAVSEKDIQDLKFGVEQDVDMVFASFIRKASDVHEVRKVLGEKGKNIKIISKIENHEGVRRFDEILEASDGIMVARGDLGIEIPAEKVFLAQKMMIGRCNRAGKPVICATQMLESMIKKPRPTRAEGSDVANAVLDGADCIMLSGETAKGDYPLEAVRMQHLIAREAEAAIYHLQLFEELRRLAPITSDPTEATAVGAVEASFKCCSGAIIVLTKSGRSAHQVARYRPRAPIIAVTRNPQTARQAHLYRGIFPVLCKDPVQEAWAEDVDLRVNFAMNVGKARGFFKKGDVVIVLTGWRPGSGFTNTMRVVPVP
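ATP formation by purified human PK-M2, quantified via coupled luciferase luminescence after 1 h at room temperature with 0.1 mM ADP and 0.5 mM PEP final.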
Menin-MLL TR inh: qHTS Assay for Inhibitors Targeting the Menin-MLL Interaction in MLL Related Leukemias: Competition With Texas Red Labeled MLL-derived Mutant Peptide. O00255. Menin + Texas Red MLL mutant peptide, fluorescence polarization. Potency, µM (top dose mostly 61.6 µM), without a hit: at the highest dose FP activity change, negative = inhibition, hits mostly inhibitors. actives 0.23% (n = 270,000). AID 1768, 2009; active = well fitted inhibition curve with a large enough effect in the polarisation, with a control signal flat, not every such curve was filed as active; inconclusive = small, poorly fitted or top-dose-only effect, or effect the other way, or a change in a side signal; inactive = no such curve, though single readings can be large or run the other way; the % refers to the polarisation; note: potency is the fitted concentration of half-maximal effect; % of control where 0% means no effect; many of its hits are not listed in these tables
BRCA1 expr up: qHTS Assay to Identify Small Molecule Activators of BRCA1 Expression; actives 1.1% (n = 380,000); Potency, µM (top dose mostly 46.1 µM), without a hit: at the top dose activation, actives largely listed as activators; MCF7-BRCA1-FFLuc reporter, luminescence, 48 h; response scale: scaled: vehicle 0%, 10 µM genistein 100%; note: potency is the fitted concentration of half-maximal effect; nearly all actives have a fitted effect of over 80% in size; some results filed as inactive show a strong effect at the top dose
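MCF7 cells carrying a BRCA1-firefly luciferase reporter (2000 cells/well, phenol-red free MEM) were attached for 2 h at 37 °C, then given compounds for 48 h. Luminescence was read 15 min after luciferase reagent; activity normalized to genistein (10 microM) and DMSO.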
RORgamma inh: qHTS for inhibitors of ROR gamma transcriptional activity; actives 5.4% (n = 310,000); Potency, µM (doses to about 53.6 µM), inactives show top-dose activity change, negative = inhibition, usual class: inhibitors; Drosophila S2 Gal4-RORgamma UAS-luciferase reporter, 20 h; Nuclear receptor ROR-gamma (Mus musculus), P51450; note: potency is the fitted concentration of half-maximal effect; % is set by controls: 0 for no effect and ±100 for the full control effect; nearly all actives have a fitted effect of over 60% in size
Target sequence (P51450 whole entry, looked up, the tested form may be a part): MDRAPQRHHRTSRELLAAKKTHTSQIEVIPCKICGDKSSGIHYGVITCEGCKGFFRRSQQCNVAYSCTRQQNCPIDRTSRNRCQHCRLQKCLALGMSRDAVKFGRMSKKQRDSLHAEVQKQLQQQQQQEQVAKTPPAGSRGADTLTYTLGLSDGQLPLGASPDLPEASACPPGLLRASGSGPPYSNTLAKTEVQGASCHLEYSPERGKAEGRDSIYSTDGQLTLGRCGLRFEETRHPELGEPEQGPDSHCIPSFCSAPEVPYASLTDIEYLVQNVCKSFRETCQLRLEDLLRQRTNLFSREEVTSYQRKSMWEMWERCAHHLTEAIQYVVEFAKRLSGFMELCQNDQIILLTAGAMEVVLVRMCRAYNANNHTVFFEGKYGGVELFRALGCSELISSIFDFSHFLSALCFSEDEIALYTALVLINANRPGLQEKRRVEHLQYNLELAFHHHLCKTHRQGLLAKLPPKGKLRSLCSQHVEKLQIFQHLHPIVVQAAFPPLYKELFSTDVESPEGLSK
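Stably transfected Drosophila Schneider cells are the test system, with ROR gamma fused to Gal4 and luciferase under UAS control; luminescence is read after 20 hr of 700 uM copper sulfate induction at ambient temperature.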
VP16 counter: VP16 counterscreen qHTS for inhibitors of ROR gamma transcriptional activity; Drosophila S2 Gal4-VP16 UAS-luciferase, luminescence, 20 h; Potency, µM (highest dose often 53.6 µM), for the others: at the top dose activity, negative = inhibition, hits mostly inhibitors; actives 3.5% (n = 310,000);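 note: Gal4-VP16 expression switched on by copper sulfate through the metallothionein promoter; potency is the fitted concentration of half-maximal effect; % is set by controls: 0 for no effect and ±100 for the full control effect; nearly all actives have a fitted effect of over 50% in size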
NPC1 promoter act: qHTS Assay for NPC1 Promoter Activators; Huh7 NPC1 promoter luciferase reporter, 24 h; Potency, µM (highest dose often 9.22 µM), without a hit: at the top dose activation, most hits filed as activators; actives 2.4% (n = 320,000); AID 485313, 2010;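 note: potency is the fitted concentration of half-maximal effect; % of control where 0% means no effect; nearly all actives have a fitted effect of over 60% in size; reporter is driven by a mutant NPC1 promoter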
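Luminescence from an NPC1 promoter-driven luciferase reporter in stably transfected Huh7 cells was measured after 24 h compound treatment at 37 °C, followed by 10 min ambient incubation with luciferase detection reagent.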
Rab9 prom act: qHTS Assay for Rab9 Promoter Activators; Huh7 Rab9 promoter-luciferase reporter, luminescence, 24 h; Potency, µM (highest dose often 9.22 µM), without a hit: at the top dose activation, negative = inhibition, most hits filed as activators; actives 2.8% (n = 320,000); AID 485297, 2010; note: potency is the fitted concentration of half-maximal effect; % of control where 0% means no effect; nearly all actives have a fitted effect of over 60% in size
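Luciferase signal after 10 min detection reagent at ambient indicates Rab9 promoter upregulation; stably transfected Huh7 cells were treated 24 h with compound in DMSO at 37 °C, 5% CO2.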
FLuc modulator: qHTS profiling assay for firefly luciferase inhibitor/activator using purifed enzyme and Km concentrations of substrates (counterscreen for miR-21 project); actives 6.9% (n = 360,000); purified FLuc, Km substrates, luminescence inhibition; Potency, µM (doses to about 57.5 µM), without a hit: at the top dose activity change, negative = inhibition, usual class: inhibitors; AID 588342, 2011; Luciferin 4-monooxygenase (Photinus pyralis), P08659;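 note: potency is the fitted concentration of half-maximal effect; plate controls were vehicle for no effect and reference inhibitor for full effect; nearly all actives have a fitted effect of over 55% in size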
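Purified P. pyralis luciferase, 10 nM final, with Km-level 10 uM D-luciferin and 10 uM ATP in 50 mM Tris acetate pH 7.5, 10 mM Mg acetate, 0.01% Tween-20, 0.05% BSA; 6-point qHTS titration about 60 µM downward; luminescence read.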
Starred values were filed as active, the others as inactive; ? = inconclusive; . = not tested or not shown; & = joins results of further samples; [ ] = dose if it differs, or a comment. Unless noted, calls come from the whole dose curve; as a rule, active = well fitted curve in the direction sought with a large enough effect; inconclusive = small, poorly fitted or top-dose-only effect, or another doubt; inactive = no such curve, though single readings can be large; an effect the other way counts as inactive or inconclusive.

SMILES	ELG1 genotoxic	p53 reactivator	Giardia killer	PKM2 activator	Menin-MLL TR inh	BRCA1 expr up	RORgamma inh	VP16 counter	NPC1 promoter act	Rab9 prom act	FLuc modulator
CC(=O)c1ccc2c(c1)C1C=CCC1C(c1ccc(S(=O)(=O)N3CCOCC3)cc1)N2 (configuration not stated)	-4%	0%	23	8%	?	-28%	21%	-2%	-3%	-3%	2%
O=C(O)CCn1c(=S)n(CCC(=O)O)c2ccccc21	0%	3%	-11	3%	8%	-15%	-2%	-2%	-1%	7%	-2%
CCOC(=O)c1ccc(-c2csc(NC(=O)CN3CCC(C)CC3)n2)cc1	-4%	3%	-26	1%	5%	4%	?	?	-1%	6%	-3%
CCCn1c(CN2CCCCC2CC)nc2c1c(=O)n(C)c(=O)n2C (configuration not stated)	-1%	-2%	-1	7%	-24%	-8%	4%	15%	1%	0%	3%
CO/N=C(\Cn1ncc(NC2CCCCC2)c(Br)c1=O)c1ccc(Cl)cc1	1%	0%	8	7%	0%	-48%	?	-14%	-5%	-6%	1%
COc1cccc(-n2cc(CN(C)Cc3nc(Cc4ccccc4)no3)cn2)c1	0%	-2%	-13	-8%	-1%	12%	7%	19%	3%	6%	-11%
COc1ccc(CCN(C)Cc2cccc3ccccc23)cc1OC	-6%	.	11	-1%	-5%	0%	-20%	-9%	-2%	0%	3%
Oc1[nH]c2ccc(Br)cc2c1N=Nc1ccc(F)cc1	3%	6%	-4	.	?	-32%	15%	-4%	6%	-1%	2%
Cc1ccc(NC(=O)CCNC(=O)c2ccccc2Cl)cc1S(=O)(=O)N1CCOCC1	-1%	-9%	-13	.	.	-3%	.	.	-1%	-8%	-1%
Cc1nc(-c2ccc(C(=O)N3CCCC3)cc2)cs1	-6%	21%	-14	-46%	-1%	57%	-18%	5%[10 µM]	?	2.8µM*	?
CO[C@@]1(NC(=O)CSCC#N)C(=O)N2C(C(=O)O)=C(CSc3nnnn3C)CS[C@@H]21	1%	6%	3	1%	6%&11%	5%	-27%	-2%	0%[46.1 µM]	-1%[46.1 µM]	5%
CCC(CC)C(=O)Nc1ccc(Nc2ccccc2)cc1	0%	1%	6	-1%	?	2%	3%	-5%	1%	10%	?
COc1ccccc1CNC(=O)CN1C(=O)COc2ccc(S(=O)(=O)NC3CCCC3)cc21	1%[9.26 µM]	6%	13	.	6%	0%	-1%	-10%	-4%	-1%	-6%&2%
CN(C)c1nc(SCC#N)nc(N(C)C)n1	1%	-5%	-21	2%	-19%	5%[1.84 µM]	-15%	4%	-8%	1%	-6%
CC(C)(C)c1ccc(-c2nnc(SCC(=O)c3ccc4c(c3)OCCO4)o2)cc1	-3%	-3%	-4	0%	0%	0%	18%	-1%	-2%	-17%	24µM*
Cc1cc(C(=O)CSc2nc3ccccc3[nH]2)c(C)n1Cc1ccco1	?	?	4	0%	-9%	-17%	?	16µM*	0.71µM*	0.5µM*	0.76µM*
CC(C)c1nc(CN(C)C(=O)N[C@H](C(=O)N[C@@H](Cc2ccccc2)C[C@H](O)[C@H](Cc2ccccc2)NC(=O)OCc2cncs2)C(C)C)cs1	.	.	.	0%	?	.	?	2%&-5%	0%	-7%	?
COc1ccc(C(CC(=O)O)NC(=O)c2ccccc2)cc1OC (configuration not stated)	1%	20%	2	0%	1%	3%	-26%	4%	0%	3%	-2%
COc1cccc(N2C(=O)Nc3ccccc3C2(O)C(=O)NCc2ccc3c(c2)OCO3)c1 (configuration not stated)	-3%	-3%	-18	2%	-7%	1%	-10%	0%	1%	3%	3%[2.3 µM]
COCCNC(=O)CN(c1cc(Cl)ccc1OC)S(C)(=O)=O	0%	7%	5	1%	4%	6%	-16%	3%	4%	-8%	-2%
C/C(CC(=O)Nc1cc(C)ccn1)=N\NC(=O)COc1cccc(C)c1	10%	10%	.	-1%	-1%	.	?	2%	-6%	-5%	13µM*
COc1ccc(C=Nc2ccc3[nH]ncc3c2)c(O)c1	-8%	-1%	-2	3%	12%	-39%	-42%	6%	5%	-1%	6.7µM*
CCN(CC)S(=O)(=O)c1ccc(C(=O)NCc2ccc3[nH]c4c(c3c2)CCCC4)cc1	-4%	4%	-2	-1%	2%	-9%	24%	3%	-2%	-1%	3%
C=CCOC(=O)C1=C[C@H](c2csc3ccccc23)[C@@H](CCCO)[C@H](OCC)O1	-3%	-2%	-15	3%	3%	-8%	-20%	?	4%	7%	0%
COc1ccc(N(C(=O)c2snc(C(N)=O)c2N)C(C(=O)NC2CCCC2)c2ccc(OC)c(OC)c2)cc1 (configuration not stated)	-11%	-8%	-15	.	5%	-38%	7%	-15%	-2%	-1%	2%
SMILES	ELG1 genotoxic	p53 reactivator	Giardia killer	PKM2 activator	Menin-MLL TR inh	BRCA1 expr up	RORgamma inh	VP16 counter	NPC1 promoter act	Rab9 prom act	FLuc modulator
CCC(C)NC(=O)C1c2ccccc2C(=O)N1Cc1ccccc1OC (configuration not stated)	0%	-3%	19	-1%	7%	-3%	10%	-4%	-2%	-7%	1%
Cc1ccccc1N1CCN(CCC(=O)Nc2ccc(F)cc2)CC1	-6%	5%	17	-3%	-1%	-46%	3%	0%	-6%	-6%	-18%
COc1cc(/C=C2\SC(=S)N(NC(=O)c3cccnc3)C2=O)ccc1O	-2%	-7%	-13	-9%	.	12%	-10%	-3%	-1%	-1%	17µM*
O=[N+]([O-])c1cccc(/C=N/NS(=O)(=O)c2ccccc2)c1	3%	-3%	-17	0%	21%	-13%	0%	-9%	-3%	0%	-6%
Cc1ccc(OCc2nnc(SCC(=O)c3ccccc3)n2Cc2ccco2)cc1	-1%	0%	-11	22%	0%	-37%	-30%	-4%	5%	0%	-6%
CCn1cc(/C=N/N=C2\CCC3C4CCc5cc(O)ccc5C4CC[C@]23C)c(C)n1 (some centres not stated)	-7%	-2%	0	1%	-2%	-49%	0%	-5%	-4%	1%	3%
Cc1ccccc1C(=O)N1CC(=O)Nc2ccc(F)cc2C1c1ccc(F)cc1 (configuration not stated)	-5%	-4%	1	.	?	2%	10%	-1%	2%	0%	0%
COc1ccc(C2C(C(=O)Nc3cccnc3)=C(C)Nc3nc(-c4cccs4)nn32)cc1 (configuration not stated)	0%	-8%	0	3%	28%	-30%	?	0%	-3%	-4%	2%
COc1cccc(C(=O)N2CCCC(CCC(=O)NCc3ccc(F)c(F)c3)C2)c1 (configuration not stated)	-4%	9%	14	3%	-19%	-25%	28%	21%	-2%	-1%	3%
COC(=O)CN=Cc1c(C)[nH]n(-c2ccccc2)c1=O	1%	0%	1	1%	-2%	4%	0%	5%	-5%	3%	-5%
Cn1c(C(=O)N2CCN(c3ccccn3)CC2)cc2ccccc21	8%	-2%	-26	0%	-1%	-20%	26%	29%	0%	-1%	-20%
CCOC(=O)C1CCCN(C(=O)c2cccc(S(=O)(=O)N(Cc3ccccc3)c3ccccc3OC)c2)C1 (configuration not stated)	-10%	-10%	22	.	.	13%	.	.	0%	-4%	1%
COc1cccc2c(N/N=C/c3ccccc3)cc(C)nc12	-1%	.	0	-3%	1%	11%	12%	10%	0%	-5%	2%
Cc1ccc(NS(=O)(=O)c2ccc(N/N=C/c3ccccc3OCC(=O)O)c([N+](=O)[O-])c2)c(C)c1	0%	-4%	0	11%	.	18%	17%	?	-6%	-1%	-6%
CC(NC(=S)NCc1ccccc1)C12CC3CC(CC(C3)C1)C2 (configuration not stated)	-5%	?	-8	0%	9%	8%	2.8µM*	?	-10%	-4%	6%
CCc1ccc(NC(=O)CCS(=O)(=O)c2cccc3nsnc23)cc1	7%	1%	-3	2%	3%	-1%	0%	15%	3%	4%	-13%
COc1ccc(-c2ccc(Nc3ccc(S(=O)(=O)N4CCCC4)cc3)nn2)cc1OC	-6%	-9%	-2	-2%	?	-97%[inhibitor]	41%	0%	-1%	1%	-12%
O=C(Cn1nc(Br)nc1Br)c1ccccc1	-1%	11%	12	.	18%	9%	7%	3%	-4%	-4%	-3%

Some of the compounds tested. The share of hits here may be higher or lower than overall.
